# HCV inh = qHTS Assay for Inhibitors of Hepatitis C Virus (HCV) | Huh7.5.1 HCVcc-Cre infection, luciferase reporter, 44 h | Potency, µM (series often up to 41.8 µM), inactives show at the highest dose activity change, negative = inhibition, actives largely listed as inhibitors | hit rate 3.4% among 340,000; also: potency is read from the fitted curve at half-maximal effect
#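 Infectious HCV cell culture screen: compound-treated cells (1,000/well, pre-plated 4 h) are infected with HCVcc-Cre at roughly 0.5 moi and grown 44 h. Infection is quantified by luciferase signal after 15 min substrate incubation at room temperature.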
# AMA1 RON2 block = qHTS for Inhibitors of AMA1-RON; Towards Development of Antimalarial Drug Lead: Primary Screen | Plasmodium falciparum AMA1 (3D7) - RON2 peptide interaction | Potency, µM (top dose mostly 58.2 µM), without a hit: at the top dose activity change, negative = inhibition, usual class: inhibitors | AlphaScreen AMA1-biotinylated RON2 peptide binding | hit rate 0.2% among 360,000;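 also: potency is read from the fitted curve at half-maximal effect; 0% = vehicle wells and -100% = peptide control; nearly all actives have a fitted effect of over 45% in size; some results filed as inactive show a strong effect at the top dose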
#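 AMA1 (3D7) with his tag at 25 nM final met compounds first, then biotinylated RON2 peptide at 25 nM; detection used donor plus acceptor beads, 10 µg/mL apiece, read by AlphaScreen after 30 min at room temperature.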
# AmpC inh detg = qHTS Inhibitors of AmpC Beta-Lactamase (assay with detergent) | P00811 | AmpC hydrolysis of nitrocefin, absorbance 480 nm, 0.01% Triton | Potency, µM (top dose mostly 114 µM), without a hit: at the top dose activity change, negative = inhibition, actives largely listed as inhibitors | hit rate 0.041% among 370,000 | AID 485294, 2010;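 also: potency is read from the fitted curve at half-maximal effect; 0% = no-compound wells and -100% = no-enzyme wells; nearly all actives have a fitted effect of over 25% in size; some results filed as inactive show a strong effect at the top dose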
# Target sequence (P00811 whole entry, looked up): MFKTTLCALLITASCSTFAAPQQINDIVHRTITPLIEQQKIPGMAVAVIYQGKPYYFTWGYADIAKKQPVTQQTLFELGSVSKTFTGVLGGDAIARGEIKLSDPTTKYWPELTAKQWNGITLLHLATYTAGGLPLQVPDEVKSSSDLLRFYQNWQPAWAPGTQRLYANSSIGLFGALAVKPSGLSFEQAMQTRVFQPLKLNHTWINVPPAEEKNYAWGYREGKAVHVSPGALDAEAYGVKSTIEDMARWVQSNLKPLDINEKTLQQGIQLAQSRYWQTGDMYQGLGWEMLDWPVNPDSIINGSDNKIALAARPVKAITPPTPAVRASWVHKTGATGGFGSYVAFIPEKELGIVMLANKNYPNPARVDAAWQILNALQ
#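 20 mM phosphate pH 7.0 + 0.01% (detergent screen) or 0.0001% Triton X-100; 5.3 nM AmpC reagent; cpd preinc 15 min RT; nitrocefin (800 uM stock) to start; A480 q20 s × 4 min; Activity was normalised to no-enzyme and no-compound control wells.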
# LmPK inh = qHTS Assay for Inhibitors of Leishmania Mexicana Pyruvate Kinase (LmPK); purified LmPK, Kinase-Glo ATP luminescence, 1 h; Potency, µM (series often up to 57.5 µM), for inactives: top-dose activity change, negative = inhibition, hits mostly inhibitors; hit rate 0.37% among 290,000; AID 1721, 2009; also: potency is read from the fitted curve at half-maximal effect
# Target sequence (Q27686 whole entry, looked up): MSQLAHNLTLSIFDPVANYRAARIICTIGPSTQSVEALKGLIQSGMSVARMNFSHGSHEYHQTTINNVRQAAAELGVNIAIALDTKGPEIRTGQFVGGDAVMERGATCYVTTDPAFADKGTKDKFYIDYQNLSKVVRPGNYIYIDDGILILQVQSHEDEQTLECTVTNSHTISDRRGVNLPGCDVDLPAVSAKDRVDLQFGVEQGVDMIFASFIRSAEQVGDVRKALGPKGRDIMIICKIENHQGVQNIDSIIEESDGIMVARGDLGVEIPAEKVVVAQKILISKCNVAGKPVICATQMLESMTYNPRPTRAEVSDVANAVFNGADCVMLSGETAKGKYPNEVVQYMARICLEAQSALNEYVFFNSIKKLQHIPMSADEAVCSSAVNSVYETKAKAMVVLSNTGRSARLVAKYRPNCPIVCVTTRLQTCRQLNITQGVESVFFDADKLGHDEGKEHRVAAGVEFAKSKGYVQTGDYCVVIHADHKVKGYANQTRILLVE
#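 Pyruvate kinase activity monitored as ATP production (luciferase luminescence). Conditions: 0.1 nM enzyme, 0.5 mM PEP, 0.1 mM ADP, 1 h, RT; normalized against uninhibited and no-enzyme wells.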
# HCMV antiviral = qHTS Assay for inhibitors of the human cytomegalovirus (HCMV). HFF cells, HCMV-luciferase reporter, 72 h; active compounds read low. activity change, negative = inhibition, % at 57.5 µM. hit rate 4.5% among 410,000. AID 1259415, 2018; in the data active = activity change below about -60%; inconclusive = no clear call, values can overlap the other calls; inactive = above about -39%
#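 Two-dose cell screen: HFF monolayers treated with compounds and infected with luciferase-expressing HCMV at 1 PFU/cell, 72 h at 37C, then lysed for luciferase measurement.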
# AmpC inh no detg = qHTS Inhibitors of AmpC Beta-Lactamase (assay without detergent). P00811. hit rate 0.52% among 330,000. Potency, µM (series often up to 57.1 µM), inactives show top-dose activity change, negative = inhibition, most hits filed as inhibitors. AID 485341, 2010. AmpC nitrocefin hydrolysis, absorbance 480 nm, 0.0001% Triton;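 also: potency is read from the fitted curve at half-maximal effect; plate controls were no compound for no effect and no enzyme for full effect; nearly all actives have a fitted effect of over 20% in size; some results filed as inactive show a strong effect at the top dose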
#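 AmpC (5.3 nM in the dispensed reagent) in 20 mM phosphate pH 7.0 with 0.01% (detergent screen) or 0.0001% Triton X-100 was preincubated with compounds for 15 min at room temperature. Nitrocefin was then added from an 800 uM solution, and hydrolysis was followed at 480 nm.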
# Tb PYK inh = qHTS of Trypanosoma Brucei Inhibitors; pyruvate kinase (Trypanosoma brucei), Q57TT1; TbPYK enzyme, Kinase-Glo Plus ATP luminescence, 45 min; Potency, µM (highest dose often 76.8 µM), for inactives: at the highest dose activity, negative = inhibition, most hits filed as inhibitors; hit rate 0.12% among 410,000; AID 624173, 2012; also: potency is read from the fitted curve at half-maximal effect; nearly all actives have a fitted effect of over 50% in size
#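 ADP (130 uM final) triggers the TbPYK reaction after compound addition; incubation is 45 min at room temperature. Kinase-Glo Plus is then added and luminescence imaged. Normalized data are fitted to concentration-effect curves.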
# * hit, by the source's call; ? = inconclusive; . = no result given; & = joins results of further samples; [ ] = remark or other dose. Unless noted, calls follow the shape of the dose curve; as a rule, active = well fitted curve in the direction sought with a large enough effect; inconclusive = small, poorly fitted or top-dose-only effect, or another doubt; inactive = no such curve, though single readings can be large; an effect the other way counts as inactive or inconclusive. Unless noted, % is scaled to controls: 0 for no effect and ±100 for the full control effect.
molecule	HCV inh	AMA1 RON2 block	AmpC inh detg	LmPK inh	HCMV antiviral	AmpC inh no detg	Tb PYK inh
O=C(Cc1ccc(Cl)cc1)Nc1ccccc1N1CCOCC1	-18%	-5%	0%	4%	-32	-18%	-9%
CCC1(C)Cc2c(sc3[nH]c(=S)[nH]c(=S)c23)CO1 (stereo not drawn)	-7%	101%[activator]	-4%	5%	-5	-17%	-2%
Cc1ccc(-c2nnn(CC(=O)N3CCCc4ccccc43)n2)cc1	-6%	6%	-5%	4%	-1	45%[activator]	-15%
O=C(CC1S/C(=N/N=C/c2ccco2)NC1=O)Nc1ccccc1 (stereo not drawn)	3%	91%[activator]	5%	1%	16	-31%	6%
Cc1ccc(S(=O)(=O)c2cn(C)c3cc(N4CCN(C)CC4)c(F)cc3c2=O)cc1	1%	7%	?	6%	-7&-1	-9%	2%&-2%
Nc1ccccc1N=Cc1ccc(-c2cccc(Cl)c2)o1	10µM*	1%	-11%	6%	42	-33%	12%
O=C(NC1CC1)c1cccc(NC(=O)C2CC2)c1	5%	2%	.	.	-81*	.	2%
Nc1nc2n(n1)C(c1ccco1)CC(c1ccc(Cl)c(Cl)c1)N2 (stereo not drawn)	12%	-2%	-8%	6%	-12	82%[activator]	-15%
Cc1ccc(C)c(C(=O)CC2(O)C(=O)Nc3ccccc32)c1 (stereo not drawn)	?	16%	3%	-3%	-1	-8%	1%
O=c1[nH]c2ccc(NS(=O)(=O)c3ccc(F)cc3)cc2s1	.	.	2%	.	68	.	-7%
O=C(NCCS(=O)(=O)NCc1ccc(Cl)cc1)c1ccccc1	7%[8.37 µM]	0%	-12%	.	-34	-9%	1%
CS(=O)(=O)N(CC(=O)N1CCCC1)c1ccc(OCc2ccccc2)cc1	-7%	-4%	-12%	2%	-37	65%[activator]	7%
COCCn1c(C)cc(O)c(C(c2ccccc2)N2CCN(c3ccc(F)cc3)CC2)c1=O (stereo not drawn)	.	.	8%	.	?	.	5%
COc1ccc(NS(=O)(=O)c2cccc(C(=O)N3CCCC(C)C3)c2)cc1 (stereo not drawn)	?	70%[activator]	-4%	.	-38	-6%	-2%
CCn1c(N2CCN(S(=O)(=O)c3ccc(F)cc3)CC2)nc2ccccc21	?	-7%	1%	-1%	?	3%	2%
COC(=O)C1=C(C)NC(=O)/C1=C\c1cc(C)n(-c2ccccc2F)c1C	-5%	2%	-4%	0%	-25	-24%	-15%
Cc1cc(=O)oc2cc(OC(C)C(=O)Nc3ccc(C(N)=O)cc3)ccc12 (stereo not drawn)	-8%	0%	7%	.	-30	2%	4%
Cc1ccc(S(=O)(=O)N2CCN(CC(O)c3ccccc3)CC2)cc1 (stereo not drawn)	?	3%	-4%	2%	0	-29%	1%
Cc1csc(=O)n1CCC(=O)OCC(=O)Nc1ncc(Cl)cc1Cl	-10%[8.37 µM]	-19%	?	.	-11	-32%	-8%
CCN(CC)S(=O)(=O)c1ccc2c(c1)N(CC(=O)NCCCN1CCN(c3cc(Cl)ccc3C)CC1)C(=O)CO2	.	.	10%	.	-74*	.	4%
O=C(CN1C(=O)c2ccccc2C1=O)Nc1ccccc1C(=O)NC1CCCCC1	21%	-1%	-3%	4%	2	-5%	1%
O=C(NCCC1=CCCCC1)c1ccc(CN2CCOCC2)cc1	5%	-28%	-15%	-2%	178	18%	-3%
O=C(CN(C(=O)c1csnn1)c1ccc(F)c(Cl)c1)NC1CCCCC1	4%	-9%	7%	-4%	-20	-18%	2%
Cc1oc2ccc(OCc3ccccc3Cl)cc2c1C(=O)O	20%	0%	4%	1%	0	-37%	-8%
c1cncc(-c2nc(Oc3ccc(-c4nnco4)cc3)c3c4c(sc3n2)CCCC4)c1	.	.	-15%	7%	.	31%	.

# Ordered by molecular weight (high to low): part of the list above.
molecule	HCV inh	AMA1 RON2 block	AmpC inh detg	LmPK inh	HCMV antiviral	AmpC inh no detg	Tb PYK inh
Cc1csc(=O)n1CCC(=O)OCC(=O)Nc1ncc(Cl)cc1Cl	-10%[8.37 µM]	-19%	?	.	-11	-32%	-8%
Cc1ccc(S(=O)(=O)N2CCN(CC(O)c3ccccc3)CC2)cc1 (stereo not drawn)	?	3%	-4%	2%	0	-29%	1%
O=C(NCCS(=O)(=O)NCc1ccc(Cl)cc1)c1ccccc1	7%[8.37 µM]	0%	-12%	.	-34	-9%	1%
O=C(Cc1ccc(Cl)cc1)Nc1ccccc1N1CCOCC1	-18%	-5%	0%	4%	-32	-18%	-9%

# The main list resumes with the 3 entries that preceded the break.
molecule	HCV inh	AMA1 RON2 block	AmpC inh detg	LmPK inh	HCMV antiviral	AmpC inh no detg	Tb PYK inh
O=C(CN(C(=O)c1csnn1)c1ccc(F)c(Cl)c1)NC1CCCCC1	4%	-9%	7%	-4%	-20	-18%	2%
Cc1oc2ccc(OCc3ccccc3Cl)cc2c1C(=O)O	20%	0%	4%	1%	0	-37%	-8%
c1cncc(-c2nc(Oc3ccc(-c4nnco4)cc3)c3c4c(sc3n2)CCCC4)c1	.	.	-15%	7%	.	31%	.
Cc1ccn(CCC(=O)NC2CC(C)(C)Cc3c2cnn3-c2ccccc2C)n1 (stereo not drawn)	-2%	-4%	-12%	-20%	16	117%[activator]	-3%
C=C(C)CC1(NC(C)c2ccccc2)CCCCC1 (stereo not drawn)	22%	-3%	0%	-1%	-34	-54%	7%
O=C(c1ccco1)N1CCN(C2CN(CCc3ccccc3)S(=O)(=O)C2)CC1 (stereo not drawn)	.	-3%	.	.	10	.	-1%
COc1ccc(CNC(=O)[C@H](Cc2ccccc2)NC(=O)C2CCNCC2)cc1	-2%	12%	-4%	0%	-26	4%	-5%
CCCC(=O)Nc1ccc(-c2nc3ncccc3o2)cc1C	.	.	0%	.	60	.	0%
COc1ccc(NC(=O)Cn2c(C)cc(=O)c3ccccc32)cc1	7.1µM*	-10%	-18%	-1%	-80*	-13%	5%
Cc1ccc2c(c1)NC(=O)C(CC(=O)NCCCN1CCc3ccccc3C1)O2 (stereo not drawn)	1%	11%	?	2%	28	-13%	-10%
Brc1ccc(Oc2nsnc2N2CCOCC2)cc1	10%	?	?	0%	32	-1%	-8%
CCOc1ccc(Nc2nc(CC(=O)OC)cc(=O)[nH]2)cc1	10%	-3%	-16%	0%	27	-37%	1%
COc1ccc(-c2nnc(SCC(N)=O)n2N)cc1	14%	-1%	?	2%	10	-7%	1%
COc1ccc(-c2nc(NC(=O)c3ccc(OCC(=O)Nc4ccc(F)cc4)c(OC)c3)sc2C)cc1	?	-7%	?	3%	23	-30%	1%
O=C(NC(=S)Nc1ccccc1)c1cccs1	1%	44%[activator]	4%	-1%	-2	-18%	1%
Cc1cc(N2C(=O)C(O)=C(C(=O)c3cc4ccccc4o3)C2c2ccc(Cl)cc2)no1 (stereo not drawn)	11%	-2%	-1%	6%	-21	-36%	1%
CN(C(=O)Nc1ccc(Cl)cc1Cl)[C@H]1c2cc(Br)ccc2OC[C@H]1CO	13µM*	-7%	-3%	8%	8	?	2%
Cn1c(CCC(=O)O)nc2cc(S(=O)(=O)N3CCCC3)ccc21	14%	-3%	.	.	3	-6%	0%
CC(=O)Nc1ccc(NCCc2cccs2)cc1	.	-8%	.	.	-8	.	-4%
O=C(NCC(=O)N1CCOCC1)c1ccc(Cl)c(Cl)c1	5%	-5%	.	.	41	-25%	-1%
NS(=O)(=O)c1cccc(NC(=O)c2cccc(Oc3ccccc3)c2)c1	-11%	-4%	-15%	5%	?	-26%	4%
COc1ccc(C(CC(C)=O)c2c(O)c3ccccc3oc2=O)cc1OC (stereo not drawn)	.	-5%	.	.	-10	.	6%
CCOc1ccc(NC(=O)CCS(=O)(=O)c2ccc3nc(C)sc3c2)cc1	.	.	8%	.	7	.	1%
CC1CCCC(C)N1/N=C/c1ccc(N(C)C)cc1 (stereo not drawn)	19%	-8%	0%	0%	32	-7%[11.4 µM]	8%
COc1ccc(-c2nc3c(c(SCC(=O)N4CCOCC4)n2)COC(C)(C)C3)cc1	11%	0%	?	3%	13	3%	.
Cc1cn2c(=O)c(S(=O)(=O)NCc3ccccc3Cl)c(C)nc2s1	.	.	4%	.	12	.	1%
CSc1nnc(NC(=O)c2nc(S(=O)(=O)Cc3ccc(C)cc3)ncc2Cl)s1	13µM*	65%[activator]	-1%	-5%	-102*	-34%	-9%
CCOC(=O)N1CCC(NC(=O)CNS(=O)(=O)c2ccc(Br)s2)CC1	1%	9%	3%	2%	13	5%	1%
CCO/C=C1\SC(=S)N(c2ccc(Cl)cc2)C1=O	16%	50%[activator]	?	8%	29	-50%	-4%
CN(C)c1ncnc2c1ncn2[C@H]1CN(Cc2ccco2)C[C@@H](CO)O1	.	0%	.	.	13	.	3%
COCCNC(=O)c1ccc(C(=O)C(=O)c2ccccc2)cc1	5%	18%[11.6 µM]	-8%	1%	-3	-6%	-8%
COc1ccc(OC)c(-n2c(=S)[nH]c3cc(C(=O)N4CCCCC4)ccc3c2=O)c1	2%	31%[activator]	-3%	-9%	25	34%	-16%
CCC(=O)Nc1nnc(/C=C/c2ccc(OC)cc2)s1	-1%	10%	6%	2%	-15	-5%	-4%
COc1cccc(-c2cccc(NC(=O)C3CCN(Cc4ccc(C)o4)CC3)c2)c1	-11%	-14%	-13%	-7%	0	44%	-9%
CSc1nc2c(c(=O)[nH]c(=O)n2C)n1CCCc1ccccc1	-8%	-8%	-8%	-6%	67	1%	-4%

# Outcome played no part in choosing rows; overall some 7.5% were active at least once.
